Compound activity deposited in PubChem BioAssay by several laboratories.
Myeloid diff MLP = promotes myeloid progenitor differentiation; ER-HoxA9 myeloid progenitors, lysozyme-GFP differentiation, flow cytometry; 1% of 360,000 active; calls only at 10 µM;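 active means normalized GFP-positive differentiation at or above the plate's own cutoff, the solvent-only control mean plus 3 SD; inconclusive means no clear call, values can overlap the other calls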;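 further: cells exposed to compound for four days before flow analysis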
GPR55 LPI antagonism = GPR55 antagonists blocking LPI-driven arrestin recruitment, primary screen, imaging, U2OS, beta-arrestin-GFP, LPI agonist (AID 2013); U2OS GPR55 beta-arrestin-GFP translocation imaging, LPI antagonism; higher % means a stronger effect; inhibition, % at 10 µM; hits with a dose series show IC50 in µM; 0.13% of 290,000 active;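 active means spots per cell inhibited over 60%, with over 100 cells counted and total cytoplasm intensity under 500,000; inconclusive means wells with under 100 cells, flagged as likely toxic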;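 further: U2OS cells stably carrying GPR55 and arrestin-GFP stimulated by 5 µM LPI near EC80; imaged beta-arrestin-GFP aggregate spots per cell after agonist stimulation; plate controls were LPI-stimulated DMSO wells for no effect and DMSO wells without LPI for full effect; some results filed as inactive read as strong as hits; confirmed hits need IC50 under 10 µM and bright autofluorescent wells are also inconclusive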
GPR35 arrestin U2OS = GPR35 antagonists blocking zaprinast-driven arrestin recruitment, primary screen, imaging, U2OS, beta-arrestin-GFP, zaprinast agonist (AID 2058); U2OS GPR35 beta-arrestin-GFP translocation imaging, zaprinast antagonism; higher % means a stronger effect; one-dose inhibition, % at 10 µM; IC50 in µM for titrated hits; 0.052% of 290,000 active;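 active means inhibition of at least 50% with at least 30 cells and total cytoplasm GFP at most 10,000,000; inconclusive means under 30 cells or total GFP of 10,000,000 plus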
SIAH1 antagonists = Siah-1 peptide-binding antagonists, primary screen, biochemical, fluorescence polarization, rhodamine-plectin, uHTS (AID 1817). Siah-1 / rhodamine-plectin peptide fluorescence polarization; higher % means a stronger effect. displacement, % at 20 µM, or IC50 in µM where a hit was titrated. 0.02% of 290,000 active;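 active means displacement of at least 50% at 20 µM, with a fluorescence ratio check between 0.3 and a set limit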;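 further: plate controls were Siah plus tracer with DMSO for no effect and tracer alone without Siah for full effect; strong numbers were not always called active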
NTR1 agonist = agonists of NTR1, primary screen, imaging, U2OS cells, beta-arrestin-GFP, high content (AID 493036) | NTR1-U2OS beta-arrestin-GFP spot imaging, agonist mode | activation, % at 20 µM | P30989 | 0.17% of 330,000 active;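 active means activation at or above 40% of the spot to cytoplasm intensity ratio, with at least 20 cells analyzed; inconclusive means wells under 20 cells, flagged as cytotoxic or low count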;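 further: 0% = DMSO without peptide and 100% = 100 nM NTR1 peptide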
Target sequence (P30989 whole entry, looked up): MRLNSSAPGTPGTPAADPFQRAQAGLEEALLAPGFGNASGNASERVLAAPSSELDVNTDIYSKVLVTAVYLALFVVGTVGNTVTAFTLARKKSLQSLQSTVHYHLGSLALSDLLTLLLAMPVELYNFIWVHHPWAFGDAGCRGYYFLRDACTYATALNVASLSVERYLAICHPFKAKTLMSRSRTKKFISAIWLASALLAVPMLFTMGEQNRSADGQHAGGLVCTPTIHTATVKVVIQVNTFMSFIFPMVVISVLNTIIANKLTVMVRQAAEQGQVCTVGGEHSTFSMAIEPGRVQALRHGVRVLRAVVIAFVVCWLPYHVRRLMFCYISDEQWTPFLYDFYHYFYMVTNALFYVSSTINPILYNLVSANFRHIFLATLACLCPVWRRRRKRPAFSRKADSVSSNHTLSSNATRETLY
LYP phosphatase = inhibitors of LYP phosphatase, biochemical, fluorescence intensity, uHTS (AID 1779). inhibition, % at 11.5 µM, or IC50 in µM where a hit was titrated. recombinant LYP phosphatase, fluorescence intensity; higher % means a stronger effect. 0.054% of 290,000 active; in the data active means inhibition above about 50%;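 further: plate controls were vehicle with enzyme for no effect and no enzyme for full effect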
MgcRacGAP inhibition = MgcRacGAP GTPase-activating activity inhibitors, confirmation, biochemical, ADP Hunter fluorescence; MgcRacGAP-stimulated Rac1 GTP hydrolysis, ADP Hunter fluorescence; higher % means a stronger effect; GST-tagged Rac1 F28L mutant substrate; 0.6% of 340,000 active; inhibition, % at 30 µM, or IC50 in µM where a hit was titrated; AID 624330;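 active means first-screen hits whose inhibition reached a set limit at any dose in the follow-up dose series; inconclusive means inhibition above the set first-screen limit but never retested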;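 further: fluorescence reports GDP produced by GAP-driven GTP hydrolysis; strong numbers were not always called active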
HIV peptide binding = cell-free HIV fusion peptide-binding blockers – biochemical, uHTS, fluorescence dequenching, primary screen (AID 1986); inhibition, % at 20 µM, or IC50 in µM where a hit was titrated; 0.3% of 290,000 active; cell-free peptide binding, fluorescence dequenching, 30 min; higher % means a stronger effect; in the data active means inhibition mostly above about 52%, no sharp cut-off; inactive means mostly below about 76%; further: some results filed as inactive read as strong as hits
Salmonella PhoP GFP = PhoP-dependent GFP reporter repression – Salmonella Typhimurium, primary screen (AID 1863) | S. Typhimurium PhoP-regulated promoter GFP reporter, 4 h; higher % means a stronger effect | inhibition, % at 50 µM, or IC50 in µM where a hit was titrated | 0.16% of 300,000 active;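 active means inhibition over 29.93%, a cutoff 3 SD above the screen mean, later confirmed by dose response; inconclusive means inhibition over 29.93% but no dose response follow-up; inactive means inhibition at most 29.93% or unconfirmed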;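 further: 0% = low Mg2+ inducing control and 100% = high Mg2+ repressing control; strong numbers were not always called active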
NTR1 agonist cell count 20 µM = also measured in NTR1 agonist; calls as there; cell count; measured here: cell count, cytotoxicity flag
Myeloid diff MLP GFP+ MAC1+ % = further read-out of Myeloid diff MLP, marked with its call; GFP+ MAC1+ double positive, %; measured here: differentiation confirmed by MAC1 staining
* = called active by the depositor; i = inactive; ? = inconclusive; . = no result given; & = joins results of further samples; ! = not confirmed by another sample.

SMILES	Myeloid diff MLP	Myeloid diff MLP GFP+ MAC1+ %	GPR55 LPI antagonism	GPR35 arrestin U2OS	SIAH1 antagonists	NTR1 agonist	NTR1 agonist cell count 20 µM	LYP phosphatase	MgcRacGAP inhibition	HIV peptide binding	Salmonella PhoP GFP
CCn1c(SCC(=O)Nc2ccc3c(c2)c2ccccc2n3CC)nnc1-c1ccco1	i	1.6	-8.3%	4.6%	4.1%	0.7	36	-0.9%	?	-3.6%	0.6%
CCCCC(=O)NC1=C(C(=O)OC)SCC1	i	0.2	-0.9%	-9.2%	0.8%	-1.6	68	-4.7%	3.1%	2.1%	13.3%
CC(=O)c1cccc(NC(=O)N2CCCC2C(=O)Nc2cccc(C)c2)c1 (centres undefined)	i	0.7	6.5%	-3.5%	-0.2%	1.3	49	-10.6%	1.3%	-0.1%	-0.2%
CCOC(=O)c1c(NC(=O)c2cc(-c3ccc(O)cc3)on2)sc(C(C)=O)c1C	i	1.5	8.8%	-5.5%	31.0%	5.5	79	-2.2%	10.2%	0.5%	-5.0%
Cc1cc2cc(CNC(=O)C3CC3)ccc2n1C	i	0.7	4.3%	10.7%	-0.4%	0.7	75	-3.7%	6.9%	-1.0%	-4.0%
O=C(COc1ccccc1[N+](=O)[O-])Nc1ccc2c(c1)OCO2	i	0.7	8.2%	-5.7%	-5.5%	1.4	55	-4.7%	4.0%	-0.6%	-3.3%
COc1cccc(OC)c1-c1nn(-c2ncc(C(F)(F)F)cc2Cl)c(=O)o1	i	0.2	-1.7%	3.0%	3.4%	0.3	53	-3.8%	7.8%	0.4%	-2.5%
Cc1ccc(NS(=O)(=O)c2ccc(CCC(=O)NC3CC3)cc2)cc1	i	1.2	8.5%	-0.5%	7.5%	1.5	52	-2.7%	8.9%	1.7%	-5.0%
CCCn1c(=S)[nH]c2cc(Cl)ccc21	i	0.6	1.1%	-13.0%	6.6%	0.6	71	-4.4%	9.7%	-1.5%	2.9%
O=C(Oc1ccc2c(c1)OCC2=O)c1ccc(Cl)cc1	i	0.4	1.5%	14.2%	-1.0%	0.5	53	-1.4%	11.7%	-0.6%	-5.7%
O=S(=O)(NC(=NC1CCCCC1)c1ccccc1)c1ccccc1	i	2.5	-4.4%	2.7%	5.3%	-0.5	56	-9.6%	4.1%	0.3%	-1.2%
O=C(CSc1nc(-c2ccccc2)nc2c1CCCC2)N1CCOCC1	i	1.7	1.6%	-7.5%	-2.0%	3.3	43	-8.6%	10.1%	-0.8%	28.3%
CC1(C)Cc2c(sc3c2c(N)nc(=S)n3Cc2ccccc2)CO1	.	.	5.8%	-0.2%	-2.3%	-1.0	71	-1.5%	.	2.0%	-8.7%
CCOC(=O)C(Cc1ccccc1)C(=O)NCc1ccccc1 (centres undefined)	i	0.7	-4.9%	7.6%	1.6%	-0.9	48	-5.3%	-1.7%	1.5%	11.0%
CCCC(=O)Nc1nnc(CCOC)s1	i	0.2	1.4%	-0.3%	0.2%	-1.1	86	-5.7%	1.3%	-0.2%	4.9%
CCOC(=O)c1cnc2c(Cl)c(Cl)ccc2c1N1CCN(C)CC1	i	1.1	-10.4%	-2.5%	-0.7%	-5.0	84	-0.8%	8.5%	-1.8%	7.5%
COc1ccc(OC)c(S(=O)(=O)CC(=O)c2cc3ccc(OC)cc3oc2=O)c1	i	1.1	12.5%	-11.9%	7.9%	1.1	68	3.1%	10.9%	20.8%	-6.3%
CN1CC2(C(=O)c3ccccc3)CN(C)CC(C(=O)c3ccccc3)(C1)C2	i	1.4	0.4%	15.5%	-2.4%	-0.1	73	-7.0%	1.8%	-2.1%	0.4%
Cc1cc(=O)oc2cc(OCC(=O)Nc3nccs3)ccc12	i	0.9	-38.7%	5.2%	-2.5%	2.6	59	-5.6%	-18.7%	0.1%	-2.7%
O=C(O)C1Cc2ccccc2CN1C(=O)COc1ccc(Br)cc1 (centres undefined)	i	1.2	-0.9%	-8.4%	3.4%	0.0	43	-6.7%	9.5%	17.4%	-12.5%
COc1ccc2nc(NC(=O)CSc3nc(SC)ns3)sc2c1	i	0.1	-8.3%	-10.3%	-3.9%	-0.7	88	-2.6%	8.5%	0.3%	-10.9%
Cc1cc(NC(=O)CCSc2ccccc2)ccc1Br	i	0.1	-0.6%	9.1%	10.2%	3.2	57	-5.3%	14.5%	2.7%	-4.0%
CCc1c(C)sc(NC(=O)c2cccs2)c1C(=O)OC(C)C	i	8.8	9.1%	-1.4%	-1.4%	3.8	49	5.3%	4.5%	-0.4%	4.7%
COc1cccc(/C=N/NC(=O)CNC(=O)c2cccnc2)c1O	i	0.4	12.1%	-3.6%	9.4%	1.0	88	-4.4%	5.1%	1.7%	0.9%
O=C(NCc1ccc2c(c1)OCO2)C1CCCN1S(=O)(=O)c1ccc(Cl)cc1 (centres undefined)	i	1.1	6.9%	9.4%	6.6%	2.4	64	-4.6%	2.6%	-1.7%	-6.5%
Cc1cccc(C)c1NC(=O)CN1CCN(CCCC(c2ccc(F)cc2)c2ccc(F)cc2)CC1	i	12.2	.	.	.	21.3	51	.	4.6%	.	-5.9%
Cc1nn(Cc2ccccc2Cl)c(C)c1NC(=O)c1cc(-c2ccc(F)cc2)on1	i	15.0	9.5%	5.2%	2.1%	8.6	72	-7.3%	-8.1%	13.1%	5.1%
Cc1cc2c(cc1C)CSC(c1ccccc1OC(=O)C(C)C)SC2	i	0.2	29.2%	11.9%	4.6%	11.6	51	2.3%	8.6%	1.6%	-11.7%
COc1ccc(/C=N/NC(=O)CC(=O)NCc2cccnc2)cc1[N+](=O)[O-]	i	1.3	-9.8%	13.4%	-5.4%	1.0	60	-12.1%	-7.2%	-1.2%	11.2%
COc1ccc(CCNC(=O)C(C(=O)c2ccccc2)n2cc(Cl)ccc2=O)cc1OC (centres undefined)	i	0.4	8.8%	4.7%	8.4%	7.7	64	-7.6%	7.7%	-2.5%	-12.0%
O=C(CC1C(=O)NCCN1Cc1cccc(C(F)(F)F)c1)NCCCOc1cccnc1 (centres undefined)	i	0.8	4.5%	3.6%	4.6%	0.0	60	-10.3%	-7.6%	-1.6%	-6.8%
O=C1CCCC2=C1C(c1ccccc1)CC(=O)N2c1ccccc1 (centres undefined)	i	0.6	2.1%	14.5%	8.4%	1.0	66	-9.0%	5.4%	17.4%	4.7%
COc1cc(C(=O)OCC(=O)Nc2ccc(F)cc2F)cc(OC)c1OC	i	0.4	3.5%	-8.4%	-4.5%	-1.0	88	0.6%	8.8%	2.3%	-8.1%
O=C(CNCCO)NC12CC3CC(CC(C3)C1)C2	i	0.9	-1.8%	-5.2%	4.1%	0.0	82	-8.1%	4.2%	3.3%	-5.4%
CC(C)c1ccc(C(=O)NCCCN2CCOCC2)cc1	i	0.8	10.2%	-6.2%	2.5%	0.9	51	0.6%	4.0%	0.7%	-7.1%
COc1ccc(S(=O)(=O)N2CCC(N3CCN(c4ccccc4OC)CC3)CC2)cc1	i	0.1	9.5%	-5.5%	4.9%	-0.3	49	1.1%	121µM*	0.1%	-2.4%
O=C(CN1CCOCC1)n1c2ccccc2c2ccccc21	i	0.8	6.1%	-5.0%	0.8%	0.2	57	1.0%	8.2%	0.3%	16.4%
Cc1nc(-c2ccccc2)cs1	i	2.1	3.7%	21.8%	-1.4%	-1.8	51	-8.9%	1.9%	0.6%	9.9%
CC[C@H]1OC(=O)[C@H](C)[C@@H](O[C@H]2C[C@@](C)(OC)[C@@H](O)[C@H](C)O2)[C@H](C)[C@@H](O[C@@H]2O[C@H](C)C[C@H](N(C)C)[C@H]2O)[C@](C)(O)C[C@@H](C)[C@@H]2N[C@@H](COCCOC)O[C@H]([C@H]2C)[C@]1(C)O	i	2.0	7.6%	4.8%	-5.2%	1.0	59	-0.9%	4.5%	-1.7%	33.1µM*!
COCCCNC(=O)C1CC(=O)N(C2CCCC2)C1 (centres undefined)	i	1.6	10.2%	-3.9%	0.9%	0.6	45	-1.9%	14.8%	0.9%	6.5%
O=C(Nc1cc(S(=O)(=O)N2CCOCC2)ccc1N1CCOCC1)c1cc(=O)[nH]c2ccccc12	i	0.3	-8.3%	-23.4%	-2.0%	-0.1	76	1.2%	0.4%	0.2%	-1.0%
O=c1oc2cc(OCCO)ccc2c2c1CCCC2	i	0.3	-1.4%	3.5%	1.1%	1.7	39	-10.7%	4.6%	1.2%	5.0%
O=C(NCc1nc2ccccc2[nH]1)C1=C[C@H](c2ccc(Br)cc2)C[C@H](OCc2ccc(CO)cc2)O1	i	1.6	16.7%	-19.2%	9.0%	1.3	89	4.3%	9.7%	-0.1%	-10.8%
CN(C)c1ccc(N=Nc2ccc(S(N)(=O)=O)cc2)cc1	i	3.7	5.1%	8.8%	8.0%	2.0	50	-9.1%	13.2%	-6.9%	-6.2%
CCCCC(OC(=O)c1ccco1)C(=O)NCc1ccc(C)cc1 (centres undefined)	i	0.6	-7.5%	-6.4%	-1.5%	2.3	51	-8.2%	5.4%	-0.8%	4.3%
C=CCc1ccc(OC(=O)NC2CCCCC2)c(OC)c1	i	0.3	-2.7%	-7.8%	1.6%	-0.2	96	-7.9%	.	0.4%	15.0%
CCN(CCCc1ccccc1)CCCc1ccccc1	i	6.8	25.5%	1.2%	0.3%	-1.8	76	-2.6%	2.1%	4.5%	1.9%&-3.1%
COC(=O)C1=C(C(=O)OC)[C@@H]2N(C)c3ccc(OC)cc3[C@@]23C[C@@H](C(=O)OC)N(C(=O)C2CCC2)C3=N1	.	.	-10.9%	2.8%	-2.8%	0.2	102	-2.7%	.	-2.1%	1.1%
Cc1nc(-c2ccccc2)sc1C(=O)CSc1ccc(F)cc1	i	0.9	-4.2%	-0.1%	3.4%	2.5	54	-0.6%	9.7%	-2.3%	-2.3%

MgcRacGAP inhibition, entries above that show a hit.
smiles	Myeloid diff MLP GFP+ MAC1+ %	GPR35 arrestin U2OS	SIAH1 antagonists	LYP phosphatase	MgcRacGAP inhibition	HIV peptide binding	Salmonella PhoP GFP
COc1ccc(S(=O)(=O)N2CCC(N3CCN(c4ccccc4OC)CC3)CC2)cc1	0.1	-5.5%	4.9%	1.1%	121µM*	0.1%	-2.4%
